Wnt bcat act: Wnt/beta-catenin pathway activation | Wnt/beta-catenin reporter cell assay, activator, plate reader | activation, % at 9.35 µM | hit rate 1.2% among 300,000 | AID 743398; in the data active means activation above about 30%, passing the limit was not always enough;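 further: 0% = neutral control wells and 100% = positive control wells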
DSG3 Ab inh: human desmoglein-3 autoantibody binding inhibition. P32926. DSG3-coupled beads, scFv-anti-DSG3-GFP binding, flow cytometry; hits give low values. binding (percent of control), % at 10 µM. hit rate 0.48% among 310,000;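 active means binding more than 3 SD below its plate's average and above zero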;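 further: hits lower antibody fragment binding to DSG3; some compounds called inactive have numbers as strong as hits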
V-ATPase pHluor: alters yeast V-ATPase proton transport. S. cerevisiae, pHLuorin cytosolic pH fluorescence. response, % at 10 µM. hit rate 0.37% among 350,000. AID 504577; in the data active means response mostly above about 7.3%, no sharp cut-off; inactive means mostly below about 5.4%; further: actives read high; inactives centre near 0; some compounds called inactive have numbers as strong as hits; reference of the scale not given here
LANA DNA inh: KSHV C-LANA DNA binding inhibition | inhibition, % at 9 µM | AID 504423 | hit rate 0.078% among 340,000 | MBP-C-LANA/FAM-LBS DNA binding, fluorescence polarization;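 active means highest replicate inhibition at or above 60% at 9 µM, even if other replicates fall short; inactive means all replicates below 60% inhibition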;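 further: 0% = neutral control wells and 100% = 4 µM acridine orange control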
RTF Ca sens act: cardiac RTF calcium sensitization | P19429+P45379 | IANBD-labeled TnC RTF fluorescence at EC20 calcium; 0% EC20 calcium, 100% full calcium | activation, % at 7.2 µM | hit rate 0.24% among 340,000;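 active means activation above the mean over all tested compounds plus 3 SD, cut at about 30% in these data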;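 further: rise in fluorescence read as greater calcium sensitivity of cardiac thin filaments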
Arr AP2 block: human beta-arrestin and AP2 interaction inhibition; FITC-arrestin peptide / GST-AP2 beads, flow cytometry; AP2 beta2 appendage carries R879A mutation; inhibition, % at 10 µM; hit rate 0.31% among 340,000; AID 504490;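 active means inhibition above a set limit, near 3 SD of compounds lacking own fluorescence, cut at about 54% in these data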;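 further: plate controls were DMSO wells for no effect and 5 µM unlabelled arrestin peptide for full effect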
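Test system: GST-tagged AP2 beta2-adaptin appendage (R879A) on 4 µm glutathione beads; also added: fluorescein-tagged arrestin peptide at 50 nM final; timing: 12 min plus 1 h, RT; signal: flow cytometry, FL1 (488/535 nm); read-out: percent drop in bead-associated FITC signal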
OPRM1-OPRD1 inv: inverse agonist of human OPRM1-OPRD1 heterodimerization. P35372+P41143. cell-based MOR-DOR heterodimer luminescence, inverse agonism. inhibition, % at 9.3 µM. AID 504357. hit rate 0.21% among 340,000; in the data active means inhibition above about 22%, passing the limit was not always enough;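 further: 0% = cells with DMSO and 100% = wells without cells with DMSO; values of inactives mirror those of a sister screen read the other way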
Target sequence (P35372 whole entry, looked up): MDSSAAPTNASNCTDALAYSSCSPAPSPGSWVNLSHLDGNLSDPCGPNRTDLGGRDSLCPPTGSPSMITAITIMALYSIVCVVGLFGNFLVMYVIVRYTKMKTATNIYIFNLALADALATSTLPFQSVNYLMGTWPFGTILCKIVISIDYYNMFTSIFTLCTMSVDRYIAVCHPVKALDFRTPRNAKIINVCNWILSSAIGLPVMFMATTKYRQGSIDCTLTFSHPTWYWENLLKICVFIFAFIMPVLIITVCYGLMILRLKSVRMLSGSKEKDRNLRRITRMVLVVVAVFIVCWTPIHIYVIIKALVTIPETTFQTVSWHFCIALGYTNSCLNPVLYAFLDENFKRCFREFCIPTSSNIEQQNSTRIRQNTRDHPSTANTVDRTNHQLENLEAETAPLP
Target sequence (P41143 whole entry, looked up): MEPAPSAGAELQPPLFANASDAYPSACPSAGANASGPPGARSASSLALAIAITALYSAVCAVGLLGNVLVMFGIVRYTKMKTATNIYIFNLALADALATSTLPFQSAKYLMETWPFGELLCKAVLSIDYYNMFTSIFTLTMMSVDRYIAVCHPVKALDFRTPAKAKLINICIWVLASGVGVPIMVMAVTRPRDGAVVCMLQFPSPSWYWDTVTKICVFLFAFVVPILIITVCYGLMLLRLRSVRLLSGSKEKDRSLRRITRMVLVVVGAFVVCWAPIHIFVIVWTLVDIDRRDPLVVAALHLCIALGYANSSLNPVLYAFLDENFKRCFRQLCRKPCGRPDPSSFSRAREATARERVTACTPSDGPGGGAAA
OPRM1-OPRD1 ag: OPRM1-OPRD1 heterodimerization agonism. P35372+P41143. cells, luminescence. activation, % at 9.3 µM. hit rate 0.3% among 340,000. AID 504326; in the data active means activation above about 18%;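 further: 0% = vehicle-treated cells and 100% = reference agonist; values of inactives mirror those of a sister screen read the other way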
Keap1-Nrf2 PPI: inhibitors of human Keap1-Nrf2 protein-protein interaction | Q14145 | Keap1 Kelch-Nrf2 peptide fluorescence polarization, 1536-well | inhibition, % at 9.4 µM | hit rate 0.15% among 340,000 | AID 504523; in the data active means inhibition above about 12%;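 further: human Keap1 Kelch domain with fluorescein labeled Nrf2 9mer peptide probe; 0% = neutral control wells and 100% = peptide positive control; higher means more block of Keap1 binding to Nrf2 peptide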
RTF Ca sens inh: cardiac RTF calcium desensitization | P19429+P45379 | IANBD-labeled cardiac RTF, Ca2+ fluorescence | inhibition, % at 7.15 µM | hit rate 0.12% among 340,000;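 active means inhibition above the mean inhibition of all tested compounds plus 3 SD, cut at about 17% in these data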;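 further: assay run at fixed EC70 calcium of 1.6 mM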
Starred values were filed as active, the others as inactive; · = not tested or not shown.

| mol | Wnt bcat act | DSG3 Ab inh | V-ATPase pHluor | LANA DNA inh | RTF Ca sens act | Arr AP2 block | OPRM1-OPRD1 inv | OPRM1-OPRD1 ag | Keap1-Nrf2 PPI | RTF Ca sens inh |
| --- | --- | --- | --- | --- | --- | --- | --- | --- | --- | --- |
| O=C(CN1CCN(c2cccc(Cl)n2)CC1)N1CC(O)CO1 (centres undefined) | 0 | 114 | 2 | -0.3 | 3 | 18 | 7 | -1.4 | -1 | -7 |
| CSc1ccccc1NC(=O)C1CC(c2ccccc2O)=NO1 (centres undefined) | -16 | 101 | 1 | -0.8 | -2 | 2 | -12 | 1.9 | -2 | 6 |
| Cc1ccc(C(=O)O)cc1-n1c(C)cc(C=O)c1C | -2 | 101 | 1 | 1.9 | 0 | 18 | 8 | -1.5 | 0 | -1 |
| CCn1c2ccccc2c2cc(NC(=O)CNC)ccc21 | -24 | 99 | 0 | 0.0 | -4 | 14 | -13 | 2.4 | -1 | -4 |
| COc1cc(OC)cc(C(=O)O/N=C(\N)c2ccccn2)c1 | 52* | 100 | -2 | · | · | 55* | · | · | · | · |
| OC(COC(c1ccccc1)c1ccccc1)CN1CCN(c2cccc(Cl)c2)CC1 (centres undefined) | 0 | 93 | -1 | 2.5 | -1 | 3 | -1 | 0.2 | 0 | -5 |
| Cc1[nH]c2ccccc2c1-c1ccc(Cl)nn1 | · | 96 | 1 | -0.5 | 1 | -6 | 4 | -0.8 | 1 | -13 |
| Cc1cc(Cl)c(OCCCN(C)C)c(Br)c1 | -1 | 98 | -1 | 0.4 | 4 | 4 | 5 | -1.0 | 6 | -6 |
| COc1ccccc1CCNC(=O)C(C)n1nc(C)c2c(C)n(-c3ccccc3)nc2c1=O (centres undefined) | 3 | 99 | -3 | -0.5 | -1 | -5 | 21 | -4.2 | -7 | -3 |
| O=C(COc1ccc2c3c(c(=O)oc2c1)CCC3)NC(Cc1ccc(Cl)cc1)C(=O)O (centres undefined) | -2 | 106 | -1 | 0.3 | 3 | -2 | 14 | -2.8 | -3 | 0 |
| Cc1ccc(C)c(S(=O)(=O)NCCCn2ccnc2)c1 | · | 94 | 0 | 1.2 | 3 | 0 | 11 | -1.8 | -1 | -6 |
| CC(C)c1ccc(Nc2nc(Cl)nc(NCCO)n2)cc1 | 1 | 102 | 1 | -0.2 | -1 | 1 | 10 | -2.0 | -4 | -9 |
| Cc1ccc(-n2nc3c(c2NC(=O)c2cccs2)CS(=O)(=O)C3)cc1C | 0 | 109 | 3 | -0.7 | 0 | -4 | 11 | -2.1 | -1 | -8 |
| COc1ccc(Cl)c(Cn2c(NCCCO)nc3c2c(=O)n(C)c(=O)n3C)c1 | · | 102 | 0 | 2.3 | -2 | 3 | 14 | -2.5 | -3 | -31 |
| c1ccc2c(c1)CCc1ccccc1C2=C1CCNCC1 | 3 | · | -2 | 1.0 | 8 | -13 | 6 | -1.2 | -3 | 0 |
| O=C(O)Cn1cnc2scc(-c3cccs3)c2c1=O | 2 | 94 | 12 | 2.6 | 3 | -3 | 4 | -0.7 | 2 | -8 |
| CCOC(=O)c1c(/N=C/c2ccc(C)cc2O)sc2c1CCN(C)C2 | 9 | 102 | -4 | -0.2 | 0 | 28 | 10 | -1.9 | 2 | 9 |
| CCOCCn1c(SCC)nc2c1c(=O)[nH]c(=O)n2C | -7 | · | -6 | -1.6 | -1 | 4 | 10 | -2.1 | -5 | -36 |
| CC1Sc2ccc(S(=O)(=O)CCC(=O)N3CCN(c4cccc(Cl)c4)CC3)cc2NC1=O (centres undefined) | 2 | 118 | -3 | 0.4 | 2 | -17 | 0 | 0.0 | 4 | -5 |
| COc1cc(-n2c(=O)c3ccccc3n(CC(=O)c3ccc(F)cc3)c2=O)cc(OC)c1OC | -2 | 108 | -8 | -9.4 | -4 | 16 | 12 | -2.4 | 9 | 2 |
| COc1cccc(CN2CC(C(=O)NC3CCC3)CCC2=O)c1 (centres undefined) | -3 | 109 | 0 | 0.0 | 1 | -2 | 7 | -1.2 | -6 | -13 |
| CCC(C(=O)N1CCN(S(C)(=O)=O)CC1)c1ccccc1 (centres undefined) | 0 | 105 | 0 | -0.8 | 3 | 14 | 7 | -1.3 | -3 | 1 |
| Cc1cc(Cl)ccc1OCC(=O)NCCC(=O)O | -4 | 96 | -1 | 3.2 | 2 | 11 | -1 | 0.2 | -1 | -14 |
| O=C(CN1C(=O)C2C3C=CC(C4CC34)C2C1=O)Nc1cnc2ccccc2c1 (centres undefined) | 8 | 95 | -3 | 0.3 | 4 | · | 12 | -2.6 | 0 | -7 |
| COc1ccc(C(=O)NNC(=O)Nc2ccc(C)cc2)cc1 | 3 | 114 | 0 | -0.8 | -4 | 5 | 11 | -2.0 | 1 | 11 |
| Cc1ccc(S(=O)(=O)NC2=NCN(Cc3ccccc3)CN2)cc1 | 10 | · | -1 | 0.2 | 8 | 1 | 16 | -2.9 | -4 | -9 |
| COc1cccc(/C=C/C(=C2\C(=O)N(c3ccccc3)N=C2C)c2ccc(Br)cc2)c1OC | 33* | 110 | 3 | 0.7 | 17 | 19 | -7 | 1.1 | -3 | 10 |
| CCC1(C)NC(=O)N(CC(=O)Nc2cc(C)on2)C1=O (centres undefined) | -1 | · | 0 | -1.2 | -5 | -2 | 12 | -3.3 | -3 | -2 |
| COc1ccc(NC(=O)COC(=O)c2cccc(S(=O)(=O)N(C)C)c2)cc1 | -2 | 111 | 1 | -0.2 | -6 | -1 | 6 | -1.3 | 0 | -5 |
| CC1=CC(C)(C)N=C(Nc2nc(C)c3cc(C)cc(C)c3n2)N1 | -4 | 123 | -2 | -5.5 | 9 | 11 | -94 | 19* | -5 | -11 |
| O=C(C1CCN(c2ncnc3c2nc2n3CCCCC2)CC1)N1CCN(c2cccc(Cl)c2)CC1 | 1 | 95 | -4 | 0.5 | -6 | 17 | 7 | -1.2 | 2 | 6 |
| O=C(CSc1nnc(-c2ccc(C(F)(F)F)cn2)o1)Nc1cccc(Cl)c1 | 27 | 99 | 3 | -0.9 | -2 | -9 | 7 | -1.4 | 3 | -5 |
| CCOC(=O)c1c(S(=O)(=O)NCC(=O)Nc2ccc(OC)cc2)c(C)n(C)c1C | -2 | 125 | -5 | -0.5 | -3 | -2 | 14 | -2.7 | -3 | -6 |
| CCn1c(CSc2n[nH]c(N)n2)nc2cc(C(=O)O)ccc21 | -1 | 104 | 8 | 2.3 | 1 | 6 | 3 | -0.6 | -3 | -4 |
| O=C(NCc1ccco1)c1ccc(Cl)c(S(=O)(=O)Nc2ccccc2)c1 | -12 | 99 | -2 | 0.9 | -1 | 23 | 3 | -0.6 | 0 | -2 |
| CCCCNC(=O)NCC(=O)Nc1ccc(F)c(F)c1 | -6 | 105 | 1 | 0.3 | -2 | 0 | 10 | -2.0 | 2 | -6 |
| CCCOc1ccccc1OCC(=O)Nc1ccc(S(=O)(=O)N2CCCCC2)cc1 | -4 | 72 | 0 | -2.2 | -12 | 25 | -12 | 1.7 | 1 | -1 |
| COc1ccc(CCN2Cc3c(N)cccc3C2=O)cc1OC | 2 | 93 | 1 | -2.1 | -2 | 30 | 15 | -3.0 | 0 | -8 |
| O=C(Cn1c(=O)n(-c2ccc(F)cc2)c(=O)c2sccc21)NC1CCCCC1 | -2 | 104 | 5 | -1.3 | -2 | 5 | 14 | -2.7 | 3 | -11 |
| Cc1ccc(S(=O)(=O)N2C[C@@H]3[C@H]4CC[C@H](C4)[C@@H]3[C@@H](C)[C@@H]2c2ccn(Cc3ccccc3)c2)cc1 | -2 | 94 | 2 | -0.7 | -5 | 30 | 11 | -2.1 | -2 | -2 |
| Cc1ccc(C)c(NC(=O)C2CC3CCC2C3)c1 (centres undefined) | 2 | 102 | 1 | -1.8 | -4 | 1 | 9 | -1.7 | -6 | -4 |
| CCOc1ccc(S(=O)(=O)N/N=C(\C)c2ccc(Cl)c(Cl)c2Cl)cc1 | · | 102 | 1 | 0.1 | 3 | 25 | 1 | -0.1 | 0 | -11 |
| C=CCn1c(SCC(=O)Nc2nccs2)nnc1-c1cc2cccc(OC)c2o1 | · | 100 | 2 | -1.8 | -1 | 7 | -72 | 13 | 1 | 2 |
| S=C(NC12CC3CC(CC(C3)C1)C2)N1CCCC1 | 0 | 97 | 0 | -0.7 | -3 | -12 | 7 | -1.4 | -1 | -13 |
| CN(C(=O)CCN1C(=O)S/C(=C\c2ccccc2)C1=O)C1CCS(=O)(=O)C1 (centres undefined) | 1 | 99 | -3 | 0.0 | 1 | 12 | 6 | -1.0 | 6 | -7 |
| CC1CC1C(=O)OCC(=O)Nc1cc(S(=O)(=O)N2CCCCC2)ccc1Cl (centres undefined) | 2 | 100 | -3 | -0.7 | -1 | -3 | 7 | -1.6 | -3 | -9 |
| CC(NC(=O)COc1ccccc1Cl)c1ccccc1 (centres undefined) | 2 | 104 | 4 | 3.2 | -3 | 28 | -6 | 1.2 | -2 | -12 |
| O=C(CCS(=O)(=O)c1ccc(Cl)cc1)OCC(=O)N1CCCCC1 | 1 | 103 | -2 | -2.8 | -4 | 10 | 1 | -0.1 | -5 | -13 |
| O=C(O)Cc1ccc2sc(-c3ccccc3)nc2c1 | 13 | 124 | 4 | -0.6 | 10 | 3 | 14 | -2.5 | 0 | -9 |
| COc1cc(Cl)cc(NC(=O)CCN2CCN(C)CC2)c1 | -8 | 99 | -1 | 0.7 | 3 | 0 | 12 | -2.4 | -1 | -6 |

The results go on.
| mol | Wnt bcat act | DSG3 Ab inh | V-ATPase pHluor | LANA DNA inh | RTF Ca sens act | Arr AP2 block | OPRM1-OPRD1 inv | OPRM1-OPRD1 ag | Keap1-Nrf2 PPI | RTF Ca sens inh |
| --- | --- | --- | --- | --- | --- | --- | --- | --- | --- | --- |
| CC1(C)Cc2c(sc(NC(=O)COc3ccc(Cl)cc3)c2C#N)C(C)(C)N1 | · | 93 | -5 | -1.2 | 0 | -7 | -9 | 1.1 | -1 | -3 |
| CCN(CC)CC(C)(C)COC(=O)c1oc2ccccc2c1C | -2 | 90 | 3 | 2.6 | 3 | -19 | -13 | 2.5 | -1 | -6 |
| Cc1cc(OCC(=O)c2ccc(Br)cc2)ccc1N1C(=O)CCC1=O | · | 99 | 2 | -0.4 | 3 | -2 | 8 | -1.6 | -4 | -2 |
| CCOC(=O)CNC(=O)C1Cc2ccccc2CN1S(=O)(=O)c1cccs1 (centres undefined) | 0 | 98 | 2 | 1.4 | 5 | 4 | 2 | -0.5 | -1 | -4 |
| CCOCCOC(=O)C(C)Sc1n[nH]c(=O)[nH]c1=O (centres undefined) | · | 101 | -3 | -0.5 | -7 | 20 | 14 | -2.6 | -4 | 2 |
| COc1ccc(C2=Nn3c(nnc3-c3ccccc3OC)SC2)cc1OCC1CC1 | -19 | 95 | -9 | -0.2 | -1 | -1 | -6 | 1.0 | 3 | 4 |
| COc1ccc(-c2cc3c(=O)n(CC(=O)NCCCN4CCC(N5CCCCC5)CC4)nc(C)n3n2)cc1 | -1 | 104 | 0 | 0.4 | -9 | 3 | -4 | 0.7 | 3 | -1 |

Screens (PubChem BioAssay)
